Assay outcomes: PubChem BioAssay, Sanford-Burnham Center for Chemical Genomics
HEK293 NOD2/NF-kB: NOD2 signaling inhibitors, cell-based, luminescence, uHTS, HEK293 (AID 1566) | HEK293 NOD2/NF-kB luciferase reporter, luminescence; higher % means a stronger effect | inhibition, % at 4 µM, or EC50 in µM where a hit was titrated | actives 0.63% (n = 290,000); in the data active = inhibition above about 50%; also: many of its hits are not listed in these tables
NOD1 inhibition: NOD1 signaling inhibitors, primary screen, cell-based, luminescence, uHTS (AID 1578) | NOD1-driven NF-kB luciferase reporter cells, luminescence; higher % means a stronger effect | inhibition, % at 4 µM; hits with a dose series show EC50 in µM | actives 1% (n = 290,000); in the data active = inhibition mostly above about 36%, no sharp cut-off; inactive = mostly below about 34%;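 also: HEK-293T reporter cells stimulated with the NOD1 agonist gamma-tri-DAP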
The depositor's hits bear a star. A portion of the library; count on the stated rates, not on these rows.

SMILES	HEK293 NOD2/NF-kB	NOD1 inhibition
CCC(Oc1ccc(C)c(C)c1)C(=O)N1CCCN(C)CC1 (centres undefined)	2%	-15%
Cn1ncc(Cl)c1C(=O)N1CCN(S(=O)(=O)c2ccc(F)cc2)CC1	20%	-10%
COc1ccc(CC(=O)Nc2c(C(=O)N3CCN(c4ncccn4)CC3)oc3ccccc23)cc1OC	12%	-35%
O=C(NCc1n[nH]c(=S)n1-c1cccc(Cl)c1)c1ccc(S(=O)(=O)N2CCCCC2)cc1	-6%	-11%
Cc1cccc(NC(=O)c2cccc(OC(=S)N3CCOCC3)c2)c1C	2%	-34%
Cc1cccc(-n2nc3c(c2NC(=O)C2CC2)CS(=O)(=O)C3)c1C	-13%	-35%
COC(=O)CNC(=O)C1CCCN1C(=O)CNC(=O)OCc1ccccc1 (centres undefined)	10%	-3%
C=CCOn1c(-n2nc(C)cc2C)nc2ccccc2c1=O	5%	-12%
COCCNC(=O)c1ccc(S(=O)(=O)c2ccc(Cl)cc2)c(NC(C)=O)c1	-5%	5%
O=S1(=O)N=C(N(CCO)/N=C/c2ccccc2F)c2ccccc21	2%	-10%
CC(=O)Nc1ccc(NC(=O)CCC(=O)OCC(=O)c2ccc(F)cc2)cc1	2%	-17%
COc1ccc(Cl)cc1NC(=O)CSc1nc(N2CCOCC2)nc(N2CCOCC2)n1	-14%	-2%
O=C(NCc1ccc(Cl)s1)C1CCC(=O)N(CCc2cccc(F)c2)C1 (centres undefined)	8%	-21%
O=C(CN(c1ccc(F)cc1)S(=O)(=O)c1ccccc1)N1CCOCC1	-1%	-14%
COc1cc(OC)cc(C(=O)NC2CC(C)(C)NC(C)(C)C2)c1	10%	83%*
COc1ccccc1CNC(=O)CNC(=O)N1CC(=O)Nc2ccccc21	10%	-24%
CCOC(=O)C1=C(CCc2ccccc2)NC(=O)NC1c1ccc(Br)cc1 (centres undefined)	7%	-7%
CC(C)C(C(=O)NC1CCCC1)N(CC1CCCO1)C(=O)CNS(=O)(=O)c1ccc(F)cc1 (centres undefined)	-9%	-31%
CC1CCCCC1NC(=O)c1cccc(N2C(=O)C3C4C=CC(C4)C3C2=O)c1 (centres undefined)	32%	0%
Cc1ccccc1S(=O)(=O)/N=C(/c1ccccc1)N(C)C	11%	-15%
COc1ccc(-n2nc(C(=O)NCC(=O)NCCC3=CCCCC3)c3ccccc3c2=O)c(OC)c1	10%	23%
O=C(CCC(=O)N1CCOc2ccc(Cl)cc21)NCc1ccccc1	0%	-14%
COc1ccccc1-c1cnn2c(NCc3ccccc3)cc(C)nc12	-14%	-14%
O=C1NC(c2ccc(Br)cc2)Oc2ccccc21 (centres undefined)	5%	-25%
Cc1ccccc1NS(=O)(=O)c1ccc(C(=O)N2CCN(c3ccccc3O)CC2)cc1	-19%	4%

Next section.
SMILES	HEK293 NOD2/NF-kB	NOD1 inhibition
COc1cccc(CN2CC(C(=O)N(C)CCc3ccccc3)CCC2=O)c1 (centres undefined)	13%	-17%
CCNC(=O)CCn1nc(-c2ccc(C)cc2)c2ccccc2c1=O	26%	-6%
Cc1ccc(CNC(=O)CS(=O)Cc2nc(-c3ccccc3Cl)oc2C)cc1 (centres undefined)	4%	-19%
CCN1CCN(Cc2ccc(C(=O)Nc3ccc(C)c(NCc4cnc(NC(=O)OC)cn4)c3)cc2C(F)(F)F)CC1	10%	-2%
CN(C)c1cc(N/N=C/c2ccccc2C(F)(F)F)nc(N(C)C)n1	-2%	72%
COc1ccccc1CC(NC(C)=O)C(=O)NC1CCN(C(=O)Nc2ccccc2F)CC1 (centres undefined)	13%	5%
COc1ccc(C)cc1NC(=O)CN1C(=O)COc2ccc(S(=O)(=O)N3CCCCCC3)cc21	18%	-19%
O=C(NCc1ccc(Cl)c(Cl)c1)c1ccc2c(c1)OCO2	-96%	-55%
COc1ccccc1-c1csc(-n2ncc(C#N)c2N)n1	11%	-29%
Cc1ccc(N(C)S(=O)(=O)c2cc(-c3cnc(C4CC4)o3)ccc2C)cc1	-9%	-13%
COc1cccc2c1Oc1ncccc1N(C(=O)CCC(=O)NCc1cccc(C)c1)C2	16%	-7%
COc1ccc(C(=O)N/C(=C\c2cn(S(=O)(=O)N(C)C)c3ccccc23)C(=O)N2CCOCC2)cc1	10%	-7%
Cc1cccc(NC(=O)CSCc2cc(=O)n3ccsc3n2)c1C	1%	-17%
COc1cc2c(cc1OC)C(C)N(S(=O)(=O)c1ccc(Cl)nc1)CC2 (centres undefined)	9%	-3%
CCc1cccc(NC(=O)c2cccc(S(=O)(=O)N3CCN(C)CC3)c2)c1	16%	29%
Cc1cc(Cc2ccc([N+](=O)[O-])cc2)c(C)cn1	3%	-5%
O=C(CS(=O)(=O)c1ccccc1)NCc1ccc(Cl)cc1	2%	-44%
COc1ccc(OC)c(NC(=O)Cn2c(=O)n(CC3CCCO3)c(=O)c3cc(OC)c(OC)cc32)c1 (centres undefined)	-2%	8%
CC1(C)CC(=O)C(C(O)c2cccc([N+](=O)[O-])c2)C(C)(C)N1 (centres undefined)	22%	18%
Cc1cc(C)c(OCCCCN2CCNCC2)c(C)c1	-4%	-14%
CN1C(=O)[C@H]2[C@@H](c3ccc(F)cc3)N3C(=O)c4ccccc4NC(=O)[C@@]3(C)[C@H]2C1=O	16%	-6%
Fc1ccccc1OCCn1c(=S)[nH]c2ccccc21	5%	-17%
COc1ccc(N=Nc2c(-c3ccc(OC)cc3)[nH]oc2=O)cc1	7%	-16%
COc1ccc(C2NN=C(c3c[nH]c4ccccc34)C2O)cc1 (centres undefined)	-29%	-10%
CCOc1ncccc1C(=O)NC(C)CCc1ccccc1 (centres undefined)	4%	-4%

Continuation.
SMILES	HEK293 NOD2/NF-kB	NOD1 inhibition
COc1ccc(S(=O)(=O)N2CCCCC2)cc1C(=O)N1CCCC1	15%	-41%
CCCCCn1c(=O)[nH]c2cc(C(=O)NCCN3C(C)CCCC3C)ccc2c1=O (centres undefined)	-17%	-6%
O=C(NCCc1ccccc1Cl)C1CCC(=O)N(CC2CCCCC2)C1 (centres undefined)	6%	-5%
CCOc1ccccc1N(C)S(=O)(=O)c1ccc2c(c1)CCN2C(=O)CCC(=O)O	27%	7%
CN1CCN(c2nc(-c3ccc(Cl)cc3)nc3ccccc23)CC1	-12%	2%
CNC(C)C#Cc1ccc2c(=O)c3c(OC)cccc3oc2c1 (centres undefined)	-34%	-64%
CCOC(=O)CN(C)Cc1cn[nH]c1-c1ccc2cc(OC)ccc2c1	22%	2%
CCc1csc(CNC(=O)C2CCC(=O)N(Cc3cccc(F)c3)C2)n1 (centres undefined)	1%	-28%
S=c1[nH]nc(COc2ccccc2)n1/N=C/c1ccccc1Br	4%	-16%
Cc1cccc(-n2c(=O)c3ccccc3n3c(=S)[nH]nc23)c1C	8%	-14%
CCOC(=O)C1=C(COc2ccccc2)NC(=O)NC1c1ccc(Cl)cc1 (centres undefined)	-34%	-6%
Cc1cc(C=O)c(O)cc1O	6%	0%
O=C(Nc1cccc(/C=C/c2ccccn2)c1)c1cc(Cl)ccn1	-4%	-18%
COc1ccc(OC)c(-c2nc(C(=O)NC3CCN(Cc4ccccc4)CC3)cc3c2[nH]c2ccccc23)c1	-1%	-21%
O=C(NN1CCOCC1)c1cccc(Cl)c1	14%	-21%
COc1ccc(N(Cc2ccccc2)N=O)cc1	0%	-32%
Oc1ccc(N2CCN(Cc3cc4c(cc3Br)OCCO4)CC2)cc1	7%	-37%
Cc1ccccc1NC(=O)C1CCCN(c2ncnc3onc(-c4ccc(F)cc4)c23)C1 (centres undefined)	-7%	-20%
CN(C)CCN(C(=O)CN1C(=O)c2ccccc2C1=O)c1nc2cc3c(cc2s1)OCO3	0%	3%
COc1ccc(/C=C/c2nc3ccccc3c(=O)n2-c2cccc(C(=O)O)c2)cc1	7%	-5%
CC(C)CNC(=O)C(=O)NCC1OCCCN1S(=O)(=O)c1cccs1 (centres undefined)	0%	-9%
Cc1ccc(NC(=O)c2cccc(Oc3ccc([N+](=O)[O-])cc3)c2)c(C(=O)O)c1	35%	34%
COc1ccc(NS(=O)(=O)c2ccc(NC(=S)NCC3CCCO3)cc2)cc1 (centres undefined)	7%	-4%
Cc1c(CC(=O)NCCCCCC(=O)O)c(=O)oc2c(C)c3oc4c(c3cc12)CCCC4	29%	2%
COc1cc(C(=O)N2CCN(C3CCC(C)CC3)CC2)cc(OC)c1OC (centres undefined)	8%	-2%

(more compounds)
SMILES	HEK293 NOD2/NF-kB	NOD1 inhibition
Cc1cccc(NC(=O)CSc2nc3nc(C)cc(C)n3n2)c1	6%	-46%
COc1ccc(C2/C(=C(/O)c3ccccc3)C(=O)C(=O)N2CCCN2CCOCC2)cc1 (centres undefined)	4%	-2%
COc1ccc(NC(=O)CCNS(=O)(=O)c2ccc3[nH]c(=O)oc3c2)cc1Cl	16%	-12%
COc1ccc2[nH]c(C)c(-c3csc(N)n3)c2c1	12%	14%
O=C(NCCO)c1ccc(-c2nnc(Nc3ccc(O)cc3)c3ccccc23)cc1	7%	0%
O=C(N/N=C/c1ccc(C(F)(F)F)cc1)c1ccncc1	8%	-17%
Fc1ccc(CNCc2ccc3c(c2)OCO3)cc1	-9%	-45%
Cc1cc(NC(=O)CCC(=O)N(c2ccc(F)cc2)C(C(=O)NC2CCCC2)c2cccnc2)no1 (centres undefined)	0%	-25%
CCOC(=O)c1c(C)[nH]c(C)c1S(=O)(=O)NCc1ccccc1C	8%	-15%
CCOC(=O)N1CCN(C(=O)c2ccc3oc(CCCc4ccccc4)nc3c2)CC1	-50%	-56%
COc1ccc(CCNC(=O)C2CCN(C(=O)c3ccc(Br)cc3)CC2)cc1OC	4%	-3%
CCn1nc(C)c(CNC(=O)C2CCC(=O)N(Cc3cccc(F)c3)C2)c1C (centres undefined)	5%	-20%
CCCCSCCCNC(=O)c1cn(C)c2ccc(S(=O)(=O)N3CCCC3)cc2c1=O	4%	-38%
CC(=O)c1ccc(OCCCC(=O)NC2CCC(C)CC2)cc1 (centres undefined)	6%	-22%
NC(=O)c1nsc(C(=O)N(c2cccc(O)c2)C(C(=O)NC2CCCC2)c2ccc(Cl)cc2)c1N (centres undefined)	20%	0%
Cc1cccc(NC(=O)C2CCN(C(=O)[C@@H]3Cc4ccccc4CN3)CC2)c1	-5%	-17%
O=C(O)COCC(=O)N1CCCN(c2ccc(C(F)(F)F)cn2)CC1	13%	-11%
COCC(C)NC(=O)C1c2ccccc2Oc2ccccc21 (centres undefined)	-2%	-13%
CCC(=O)Nc1nnc(S(=O)(=O)N2CCCC2)s1	11%	-27%
O=C(CSc1nccn1Cc1ccccc1)NC1CCCC1	18%	12%
Cc1ccccc1C(=O)NC(=S)NC1CCS(=O)(=O)C1 (centres undefined)	-4%	-22%
Cc1ccc(NC(=O)CCCc2c[nH]c3ccccc23)nc1	-32%	-36%
Cc1ccc(-n2c(=O)c3sccc3n(CC(=O)NCC3CCCO3)c2=O)cc1F (centres undefined)	-10%	-28%
Cc1cc(NC(=O)NC(=O)c2ccccc2F)no1	-11%	-51%
O=S(=O)(N[C@H]1C[C@@H](NS(=O)(=O)OCC(Cl)(Cl)Cl)C2CCCCC21)OCC(Cl)(Cl)Cl (some centres undefined)	-3%	12%

Some of these compounds in order of molar mass, high to low.
SMILES	HEK293 NOD2/NF-kB	NOD1 inhibition
O=S(=O)(N[C@H]1C[C@@H](NS(=O)(=O)OCC(Cl)(Cl)Cl)C2CCCCC21)OCC(Cl)(Cl)Cl (some centres undefined)	-3%	12%
NC(=O)c1nsc(C(=O)N(c2cccc(O)c2)C(C(=O)NC2CCCC2)c2ccc(Cl)cc2)c1N (centres undefined)	20%	0%
Cc1cc(NC(=O)CCC(=O)N(c2ccc(F)cc2)C(C(=O)NC2CCCC2)c2cccnc2)no1 (centres undefined)	0%	-25%
CCCCSCCCNC(=O)c1cn(C)c2ccc(S(=O)(=O)N3CCCC3)cc2c1=O	4%	-38%
COc1ccc(NC(=O)CCNS(=O)(=O)c2ccc3[nH]c(=O)oc3c2)cc1Cl	16%	-12%
CCn1nc(C)c(CNC(=O)C2CCC(=O)N(Cc3cccc(F)c3)C2)c1C (centres undefined)	5%	-20%
Cc1cccc(NC(=O)C2CCN(C(=O)[C@@H]3Cc4ccccc4CN3)CC2)c1	-5%	-17%
O=C(O)COCC(=O)N1CCCN(c2ccc(C(F)(F)F)cn2)CC1	13%	-11%
CCOC(=O)c1c(C)[nH]c(C)c1S(=O)(=O)NCc1ccccc1C	8%	-15%
CC(=O)c1ccc(OCCCC(=O)NC2CCC(C)CC2)cc1 (centres undefined)	6%	-22%
O=C(CSc1nccn1Cc1ccccc1)NC1CCCC1	18%	12%
Cc1ccc(NC(=O)CCCc2c[nH]c3ccccc23)nc1	-32%	-36%
CCC(=O)Nc1nnc(S(=O)(=O)N2CCCC2)s1	11%	-27%
Fc1ccc(CNCc2ccc3c(c2)OCO3)cc1	-9%	-45%

(further entries)
SMILES	HEK293 NOD2/NF-kB	NOD1 inhibition
CCN(Cc1ccncc1)C(=O)C(CO)c1ccccc1 (centres undefined)	-13%	-4%
COc1ccc(N(C)C(=O)CN(C)S(=O)(=O)c2ccc3c(c2)c(=O)n(C)c(=O)n3C)c(OC)c1	13%	0%
COC(=O)c1ccc(C(=O)N2CCCC(Nc3ccc(C(C)C)cc3)C2)nc1 (centres undefined)	16%	-9%
CCc1ccc(CNC(=O)c2ccc(OC)c(OC3CCN(C(C)C)CC3)c2)nc1	10%	-13%
Cc1[nH]c2ccc(C(=O)N3CCN(c4cccc(Cl)c4)CC3)cc2c1C	8%	-3%
Cc1ccc[n+](CC(=O)c2ccc(Br)cc2)c1C	-4%	4%
CC(C)OP(=O)(c1ccc(N(C)C)cc1)C(O)c1ccc(N(C)C)cc1 (centres undefined)	4%	-12%
COc1ccc([C@@H]2[C@@H]3C(=O)N(C(C)(C)C)C(=O)[C@@H]3[C@]3(C)C(=O)N(c4ccc(C)cc4)C(=O)N23)cc1	7%	-21%
Cc1ccccc1C(=O)NC1CCN(C(=O)NCc2ccccc2)CC1	-7%	-29%
CCOC(=O)C1=C(COC(=O)/C=C/c2ccc(Cl)cc2)NC(=O)NC1C (centres undefined)	4%	-24%
